Compound activity as filed in PubChem.
esBAF inh: inhibitors of esBAF chromatin remodeling in mouse ES cells. Bmi1-luciferase knock-in reporter, 24 h; 100% = twice the neutral-well signal. reporter increase, % at 12.5 µM. actives 2% (n = 350,000); in the data active = activation above about 40%;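 also: 0% = median of the plate's neutral control wells and 100% = double that signal; a rise in the Bmi1 reporter signal indicates esBAF inhibition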
ERp5 block: inhibitors of human ERp5 | AID 651711 | actives 0.05% (n = 350,000) | inhibition, % at 9.99 µM | ERp5 insulin aggregation, absorbance 650 nm, 90 min;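 active = mean replicate inhibition above about 25%, with every replicate also reaching it, limit read from the data, passing the limit was not always enough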
PglD inh: blocks C. jejuni PglD acetyltransferase activity; purified PglD enzyme, DTNB colorimetric CoA detection; inhibition, % at 12.5 µM; actives 0.098% (n = 360,000); AID 602405; in the data active = inhibition above about 16%, passing the limit was not always enough; also: strong numbers were not always called active
E-sel inducer: E-selectin induction on HUVECs. actives 0.37% (n = 260,000). HUVEC E-selectin immunofluorescence imaging; normalized: neutral wells 0, TNF-alpha wells 100. activation, % at 7.58 µM. AID 686992. P16581;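 active = mean E-selectin-positive cell signal at least 10% of the positive control, reached in at least 60% of replicates, without over 20% cell loss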;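 also: in these data hits start at about 27%; measured in HUVEC primary endothelial cells; signal is the percent of cells scored E-selectin positive by PE staining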
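material = human umbilical vein endothelial cells (HUVEC), E-selectin induction | quantity = 3,000 cells/well | medium = EGM-2 growth medium on 0.1% gelatin-coated wells | technique = immunofluorescence imaging | read-out basis = % PE-positive cells | control set = TNF-alpha positive control, DMSO neutral control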
ARNT-TACC3 inh: ARNT/TACC3 interaction disruption; AlphaScreen His-ARNT PAS-B/GST-TACC3 binding, luminescence; TACC3 fragment carries E629A point mutation; inhibition, % at 9.99 µM; actives 0.66% (n = 390,000); AID 623870;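 active = mean inhibition of replicates at least 50% and at least half of replicates each reaching 50%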;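 also: 0% = complete ARNT plus TACC3 wells and 100% = ARNT alone without TACC3; many hits fall short of the cut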
RAD52 anneal inh: inhibitors of human RAD52 DNA annealing. P43351. recombinant RAD52 DNA annealing, FRET fluorescence. inhibition, % at 18.7 µM. actives 0.46% (n = 360,000). AID 651710;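 active = every replicate showing at least 50% inhibition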
Casp6 inh: inhibitors of human caspase-6; AID 686996; inhibition, % at 12.5 µM; purified caspase-6, Z-VEID-R110 cleavage fluorescence; actives 0.53% (n = 350,000);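 active = mean inhibition across replicates at least about 35%, with every replicate also reaching that limit, limit read from the data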;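 also: 0% = median of neutral control wells and 100% = no fluorescence left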
Target sequence (P55212 24-179 limits assumed): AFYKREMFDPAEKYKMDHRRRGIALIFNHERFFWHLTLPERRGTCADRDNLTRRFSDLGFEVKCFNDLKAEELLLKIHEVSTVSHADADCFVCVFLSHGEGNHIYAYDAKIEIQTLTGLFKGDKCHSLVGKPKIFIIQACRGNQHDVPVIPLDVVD
Target sequence (P55212 194-293 limits assumed): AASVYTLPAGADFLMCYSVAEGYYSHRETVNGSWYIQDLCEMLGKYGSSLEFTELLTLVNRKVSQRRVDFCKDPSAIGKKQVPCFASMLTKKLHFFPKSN
RAD54 branch: RAD54 (human) branch migration inhibition; Q92698; RAD54 Holliday junction branch migration, FAM/BHQ fluorescence; inhibition, % at 10.4 µM; actives 0.14% (n = 360,000);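 active = mean normalized replicate activity at least 40 and at least half of replicates scoring 40 or more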;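 also: 0% = median of neutral control wells and 100% = median of positive control wells; inhibitors cause a drop in the FAM fluorescence signal; in these data hits start at about 50%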
Target sequence (Q92698 whole entry, looked up): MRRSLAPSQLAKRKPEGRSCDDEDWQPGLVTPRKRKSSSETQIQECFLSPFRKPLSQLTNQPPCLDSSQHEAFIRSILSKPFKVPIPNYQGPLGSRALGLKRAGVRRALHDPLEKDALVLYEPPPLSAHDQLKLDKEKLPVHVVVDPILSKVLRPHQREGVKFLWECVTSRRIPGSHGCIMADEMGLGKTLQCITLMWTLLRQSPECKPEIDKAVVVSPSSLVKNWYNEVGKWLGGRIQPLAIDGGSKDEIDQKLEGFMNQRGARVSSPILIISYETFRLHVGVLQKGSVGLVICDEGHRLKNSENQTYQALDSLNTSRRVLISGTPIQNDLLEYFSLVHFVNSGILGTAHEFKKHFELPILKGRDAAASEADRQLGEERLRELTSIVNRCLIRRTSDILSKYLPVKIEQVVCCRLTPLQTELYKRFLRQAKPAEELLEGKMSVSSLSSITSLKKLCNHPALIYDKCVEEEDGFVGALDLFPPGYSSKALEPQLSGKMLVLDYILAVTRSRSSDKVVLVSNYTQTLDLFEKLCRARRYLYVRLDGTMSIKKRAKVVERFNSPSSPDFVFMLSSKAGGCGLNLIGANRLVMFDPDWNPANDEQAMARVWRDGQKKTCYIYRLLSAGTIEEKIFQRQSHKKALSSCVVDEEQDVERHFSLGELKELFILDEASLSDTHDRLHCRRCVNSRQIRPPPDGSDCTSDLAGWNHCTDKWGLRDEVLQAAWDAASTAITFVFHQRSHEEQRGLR
* = called active by the depositor; nt = no result given.

SMILES	esBAF inh	Casp6 inh	ERp5 block	RAD54 branch	E-sel inducer	RAD52 anneal inh	ARNT-TACC3 inh	PglD inh
O=C(CN1CCOCC1)N1CCCCN2[C@H](CO)[C@@H](c3ccc(/C=C/c4ccccc4)cc3)[C@@H]2C1	8	-3	-1	-6	0.0	5	-6	10
Cn1c(N)c(C(=O)c2ccc(Cl)c(S(=O)(=O)N3CCCCCC3)c2)c(=O)n(C)c1=O	-4	5	2	-3	nt	-8	nt	0
Cc1cc(C)n(CC(=O)NNC(=O)c2ccc(S(C)(=O)=O)cc2)n1	0	0	-4	-7	-0.1	12	-10	-4
Cc1cccc(C)c1NC(=O)CSc1nnc(Cn2nnc(-c3ccccc3)n2)n1-c1ccccc1	11	nt	nt	5	nt	nt	-3	-1
Cn1c(Cc2ccccc2)nnc1SCC(=O)Nc1ccc2c(c1)OCCO2	3	-3	3	-4	nt	-15	19	6
CNC(=S)N/N=C(\C)c1cccc([N+](=O)[O-])c1	nt	0	-1	nt	nt	-14	0	nt
CCOC(CCc1c(C)nc(NC(C)=O)[nH]c1=O)OCC	nt	-3	2	nt	0.9	-12	nt	nt
COCCOC(=O)N1C(=O)[C@@]2(c3cc(C#CC4=CCCCC4)ccc31)[C@H](C(=O)NC[C@H](O)c1ccccc1)[C@H]1C(=O)O[C@H](c3ccccc3)[C@H](c3ccccc3)N1[C@@H]2c1ccc(O)cc1	nt	0	0	1	nt	-15	-3	-9
COc1ccc(CC(=O)NC(C)c2nnc(SCCOc3ccc(OC)cc3)n2C)cc1 (stereo unspecified)	-1	5	-3	3	nt	0	-3	4
CCN(C[C@H]1[C@@H](c2ccccc2)[C@H](CO)N1C(C)=O)C(=O)c1ccccn1	-1	-2	-7	7	0.0	1	-11	1
CCCC(=O)Nc1nc(C)c(-c2csc(Nc3ccc(Cl)cc3)n2)s1	0	1	-4	-12	1.3	-2	-4	-1
COc1ccccc1-c1cn(CC[C@@H]2CC[C@H](NC(=O)Cc3ccccn3)[C@@H](CO)O2)nn1	5	-2	3	2	-0.4	-3	15	-1
COc1ccccc1N1CCN(C(=O)Cc2cccs2)CC1	14	nt	nt	-4	nt	nt	0	3
CCN(CC)S(=O)(=O)c1cc(NS(=O)(=O)c2c(Cl)cccc2Cl)ccc1C	nt	-9	3	nt	nt	-45	-2	nt
Cc1c2cnn(CC(=O)NCCCN3CC(C)CC(C)C3)c(=O)c2c(C)n1Cc1ccccc1Cl (stereo unspecified)	0	-19	0	-4	nt	-3	2	-1
C[C@H]1CN([C@@H](C)CO)C(=O)c2cccc(NS(=O)(=O)c3ccc(Cl)cc3)c2O[C@@H]1CN(C)Cc1ccc(C(=O)O)cc1	-6	1	2	2	6.2	4	-2	-2
C[C@@H]1CN([C@H](C)CO)C(=O)c2cccc(NC(=O)Nc3ccc4c(c3)OCO4)c2O[C@H]1CN(C)Cc1ccc(C(F)(F)F)cc1	nt	-2	5	nt	0.3	-7	nt	nt
O=C(Nc1ccc(F)cc1)N1CC(=O)N2[C@H](C1)[C@H](c1ccc(C#Cc3cccnc3)cc1)[C@@H]2CO	nt	3	5	nt	0.2	-23	nt	nt
COc1ccc(NC(=O)N2CC[C@@H]3[C@@H](CO)N(C)c4ccc(-c5cccc(F)c5)cc4[C@@H]32)cc1	0	nt	nt	-3	0.6	nt	-4	-1
C[C@@H]1CN([C@H](C)CO)C(=O)c2cc(C#Cc3ccccc3)cnc2O[C@@H]1CN(C)Cc1ccccn1	0	1	3	-2	0.0	0	-7	7

(next part)
SMILES	esBAF inh	Casp6 inh	ERp5 block	RAD54 branch	E-sel inducer	RAD52 anneal inh	ARNT-TACC3 inh	PglD inh
COc1ccc(C(C(=O)NC2CCCC2)N(CCCO)C(=O)Cn2nnc(-c3ccc(C)o3)n2)cc1 (stereo unspecified)	-3	2	-10	3	nt	-8	-12	-2
COc1ccc(NC(=O)N(C)C[C@H]2OCCCC[C@H](C)Oc3ccc(NS(=O)(=O)c4ccc(OC)cc4)cc3C(=O)N([C@@H](C)CO)C[C@H]2C)cc1	-4	nt	nt	3	0.0	nt	38	0
CCOc1ccccc1CN1CCC(CO)(CCOc2ccccc2)CC1	nt	1	2	nt	6.8	-8	nt	nt
Cc1ccc(C)c(NC(=O)Cn2nnc(-c3ccc(N4CCOCC4)cc3)n2)c1	nt	-3	5	nt	-1.0	-10	-4	nt
Cc1ccc(S(=O)(=O)N(C)C[C@@H]2OCCCC[C@@H](C)Oc3ccc(NS(=O)(=O)c4ccc(F)cc4)cc3C(=O)N([C@@H](C)CO)C[C@@H]2C)cc1	2	1	-1	-27	-0.1	19	2	0
CC(C)(C)OC(=O)N1CCC(C(=O)Nc2ccc(C(=O)NCCc3ccccc3)cc2)CC1	-6	-1	-2	-3	-0.1	-1	1	-3
Cc1noc(C)c1S(=O)(=O)Nc1cccc2c1O[C@@H](CN(C)C(=O)NC(C)C)[C@@H](C)CN([C@@H](C)CO)C2=O	-1	2	9	-1	1.4	-22	0	1
O=C(C[N+]12CC[N+](CC(=O)c3ccc(F)cc3)(CC1)CC2)c1ccc(F)cc1	-3	-26	3	9	0.2	-6	0	0
O=C(CSc1cn(CC(=O)N2CCOCC2)c2ccccc12)N1CCOCC1	3	-5	3	-11	nt	-3	3	6
CC(NC(=O)CSc1nc2sc3c(c2c(=O)n1-c1ccccc1)CCCC3)c1ccccc1 (stereo unspecified)	5	nt	nt	6	nt	nt	-2	2
O=C(CCN1CCN(S(=O)(=O)c2ccc(Br)cc2)CC1)Nc1ccccc1F	-6	13	6	-3	0.0	-23	-3	-3
N#CCC(=O)N/N=C/c1c2ccccc2cc2ccccc12	-7	5	-5	15	nt	-36	6	4
Cc1ccc(N2C(=N)/C(=C3/Nc4ccccc4S3)C(c3ccccc3)C2=O)cc1 (stereo unspecified)	nt	-2	-6	nt	14	-20	-6	nt
CCOC(=O)N1CCC(N2C(=O)c3ccccc3C2=O)CC1	5	2	-3	-1	0.5	4	-8	-2
CC(C)NC(=O)N(C)C[C@H]1Oc2ccc(NS(=O)(=O)c3ccccc3)cc2CC(=O)N([C@H](C)CO)C[C@H]1C	-2	nt	7	-2	3.4	1	-1	0
N#CCC1c2ccccc2CCN1C(=O)Nc1ccc(C(F)(F)F)cc1 (stereo unspecified)	-9	nt	nt	-4	nt	nt	5	6
O=C(CN1C(=O)c2ccccc2S1(=O)=O)NCCSCc1c(F)cccc1Cl	-3	-2	4	-2	nt	-16	-5	6
CCCc1cc(=O)oc2c(C)c(OCC(=O)N3CCC[C@@H]3C(=O)O)ccc12	-6	0	0	-4	nt	15	-4	-2
CC(=O)c1ccc(NC(=O)CSc2nc(=O)n3cccc(C)c3n2)cc1	1	-3	5	1	nt	8	1	-2
CCCCN(C(=O)c1ccc2ccccc2c1)c1c(N)n(CCCC)c(=O)[nH]c1=O	8	2	2	8	-1.5	-20	8	1

Next section:
SMILES	esBAF inh	Casp6 inh	ERp5 block	RAD54 branch	E-sel inducer	RAD52 anneal inh	ARNT-TACC3 inh	PglD inh
CCCN1CCc2nc(SCC(=O)Nc3ccc(C)c(Cl)c3)[nH]c(=O)c2C1	-1	0	3	1	0.2	-19	13	-5
COc1ccc([C@H]2CC(=O)C=C(c3cccc(OC(F)(F)F)c3)C2)cc1	4	-1	0	-8	0.1	3	-2	0
CCC(=O)N1CCc2cc(Br)cc(S(=O)(=O)N3CCC(C(=O)NC(C)C)CC3)c21	-1	4	-2	1	nt	-9	4	-4
ClCCn1cnc2c(SCc3ccccc3Cl)ncnc21	33	0	3	4	nt	-4	4	0
COc1cc2c(cc1OC)C(CNC(=O)C=Cc1ccccc1)C2 (stereo unspecified)	nt	2	1	-3	-0.1	-12	nt	5
O=C(C[C@@H]1C[C@H]2c3cc(NC(=O)C4CCOCC4)ccc3O[C@H]2[C@@H](CO)O1)NCCc1ccccc1	-1	-2	0	13	-0.4	-3	-3	-2
CCCCCCCCN1C(=O)[C@@H](CC(=O)NCCCOCCCC)C[C@@]2(C(=O)OC)C1=C[C@H](C(C)(C)C)O[C@@H]2C	nt	-2	-7	nt	0.0	-10	nt	nt
CCOP(=O)(OCC)C(Nc1ccc(F)cc1)c1ccccc1 (stereo unspecified)	nt	0	1	-20	nt	-7	3	1
Cc1ccc(NC(=O)CSc2nnc(-c3ccco3)o2)cc1	nt	-1	-4	nt	nt	-7	3	nt
N#C[C@@H]1[C@@H](c2ccccc2)[C@@H](CO)N1S(=O)(=O)Cc1ccccc1	-1	3	-3	9	0.3	-11	2	-4
COc1ccc(N2CCN(c3ccc(Cl)nn3)CC2)cc1	16	-3	0	nt	1.3	2	-28	nt
CC(C)c1ccc2c(c1)C(N1CCN(C)CC1)Cc1cccnc1S2 (stereo unspecified)	nt	-4	0	nt	0.4	9	-9	nt
CCOC(=O)CSc1nc2c(sc(=S)n2-c2ccc(OCC)cc2)c(=O)[nH]1	1	-1	4	-8	-0.4	-5	-3	-2
COc1ccc2[nH]c(C)c(CCNC(=S)Nc3cccc(C)c3C)c2c1	-12	-4	-6	6	0.2	-14	-4	0
CCc1noc(N)c1C(=O)Nc1ccc(Cl)cc1	-3	-1	-5	7	-0.2	-22	-3	3
COc1ccccc1-c1ccc(Nc2ccc(C(=O)N3CCOCC3)cc2)nn1	9	nt	nt	0	nt	nt	20	-2
Cc1cccc(N2CCN(S(=O)(=O)c3ccc(-c4ccc(=O)[nH]n4)o3)CC2)c1C	-1	4	nt	9	nt	-5	-1	4
COc1ccc(CCNC(=O)CN2CCC(C(N)=O)CC2)cc1	5	nt	nt	-18	nt	nt	-2	-2
Cc1ccc(NC(=O)CSc2nnc3ccc(-c4cccnc4)nn23)cc1	nt	10	4	nt	nt	-6	-1	nt
CC=Cc1ccc2n(c1=O)C[C@H]1[C@H](CO)[C@@H](C(=O)NCC3CC3)N(CC3CCOCC3)[C@@H]21 (mixture of isomers)	0	1	-1	-2	-0.4	-19	-5	-1

The list continues.
SMILES	esBAF inh	Casp6 inh	ERp5 block	RAD54 branch	E-sel inducer	RAD52 anneal inh	ARNT-TACC3 inh	PglD inh
COc1ccc(NC(=O)c2cc(-c3cccnc3)nc3ccc(C)cc23)cc1OC	10	nt	nt	-10	nt	nt	2	5
CCC(Sc1nc2ccccc2s1)C(=O)Nc1cc(C)on1 (stereo unspecified)	0	nt	nt	9	nt	nt	-22	-3
O=C(c1ccc(=O)[nH]c1)N(c1ccccc1)C(CCc1ccccc1)c1nc2ccccc2[nH]1 (stereo unspecified)	6	5	3	10	-0.1	-8	nt	-8
CC(=O)c1cccc(NC(=O)C2Cc3c(-c4ccco4)ccnc3O2)c1 (stereo unspecified)	0	3	0	3	-0.2	-13	nt	-9
O=C(NC1CC1)C1CCN(C2CCN(C(=O)CSc3ccccc3)CC2)CC1	-3	-3	-3	-6	-1.7	-83	0	2
O=C1C2C3C=CC(C3)C2C(=O)N1c1cccc2ccccc12 (stereo unspecified)	-1	-2	9	-7	-0.4	-8	-5	-2
Cc1ccccc1N1CC(C(=O)O)CC1=O (stereo unspecified)	-7	3	2	-5	1.3	-10	nt	5
Cc1ccccc1-c1cnc2c(c1)C(=O)N([C@@H](C)CO)C[C@H](C)[C@H](CN(C)CC1CCCCC1)O2	-2	-4	0	5	0.0	35	2	-5
C[C@H](CO)N1C[C@H](C)[C@@H](CN(C)Cc2ccccn2)Oc2ncc(C#CCN(C)C)cc2C1=O	-11	2	-4	-9	-0.2	-11	-3	-1
COc1ccc(CCNC(=O)CCCn2c(SCC(N)=O)nc3cc4c(cc3c2=O)OCO4)cc1OC	nt	1	3	nt	1.5	-3	nt	nt
Cc1ccc(-c2ccc(CCC(=O)O)n2NC(=O)c2ccco2)cc1	-6	nt	nt	1	nt	nt	-5	7
